# LGR2 inh – inhibitors of bursicon-induced LGR2 CRE-luciferase signal, primary screen, cell-based, HEK293, CRE-luciferase reporter, bursicon stimulation; Drosophila bursicon receptor LGR2 (rickets); bursicon-stimulated, 4 h; inhibition, % at 9.99 µM; 0.35% of 380,000 active; AID 720647, 2013;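 active = drop in luminescence signal, shown as inhibition above about 50% in the replicate tests, limit read from the data, passing the limit was not always enough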;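 note: agonist challenge used bursicon conditioned medium at about half maximal strength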
# SIRT5 block – SIRT5 desuccinylase inhibitors, primary screen, biochemical, fluorescence imaging, single point, set 5 | 1.1% of 330,000 active | Purified SirT5, succinyl-peptide AMC, trypsin-coupled fluorescence | NAD-dependent protein deacylase sirtuin-5, mitochondrial (Homo sapiens), Q9NXA8 | AID 652115, 2013 | inhibition, % at 15 µM; in the data active = inhibition above about 15%
# Target sequence (Q9NXA8 whole entry, looked up): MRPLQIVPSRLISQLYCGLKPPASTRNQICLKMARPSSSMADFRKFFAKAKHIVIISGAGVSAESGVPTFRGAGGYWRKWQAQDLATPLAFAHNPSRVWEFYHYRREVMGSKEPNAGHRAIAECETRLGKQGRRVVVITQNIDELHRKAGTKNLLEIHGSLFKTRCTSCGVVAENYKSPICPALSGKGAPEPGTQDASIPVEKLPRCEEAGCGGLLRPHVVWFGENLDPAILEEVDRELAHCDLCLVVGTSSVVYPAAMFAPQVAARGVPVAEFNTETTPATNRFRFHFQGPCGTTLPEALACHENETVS
# FN deposition inh – inhibitors of fibronectin matrix deposition, primary screen, AH1F cells, Alexa488-fibronectin fluorescence, plate reader | AH1F fibroblasts, overnight | inhibition, % at 12.6 µM | 0.086% of 350,000 active | AID 743247, 2014;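 active = mean inhibition across replicates of 30% or more, regardless of how many single replicates reach that level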;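 note: positive control wells lacked labelled fibronectin entirely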
#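 Material: AH1F fibroblasts assembling fluorescent fibronectin matrix; amount: 10000 AH1F cells/well; medium: DMEM, 2% serum; reagent: Alexa488-fibronectin, 24 nM final in well; dosing: single compound dose, delivered by pin transfer; incubation: 1 h adhesion, overnight exposure; detection: fluorescence after three HBSS washes, excitation 485 nm, emission 525 nm; measure: fibronectin deposition inhibition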
# esBAF inh – Bmi1 luciferase reporter increase in mESCs, primary screen, esBAF inhibitor project, mouse ES cells, Bmi1 luciferase knock-in, single point | 24 h; 100% = twice the neutral-well signal | reporter increase, % at 12.5 µM | 2% of 350,000 active | AID 602393, 2012; in the data active = activation above about 40%;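 note: 0% = median of the plate's neutral control wells and 100% = double that signal; a rise in the Bmi1 reporter signal indicates esBAF inhibition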
# Statin myotox sup – suppressors of statin myotoxicity in C2C12 myotubes, primary screen, cell-based, single point, plate reader | AID 602340, 2012 | C2C12 myotubes + simvastatin, ATP luminescence, 48 h; scaled: DMSO 0, geranylgeraniol control 100 | 0.78% of 330,000 active | rescue of ATP level, % at 7.49 µM;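 active = mean ATP rescue above about 67%, or every replicate alone reaching that limit, limit read from the data, passing the limit was not always enough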;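 note: myotubes were challenged with 10 µM simvastatin during compound exposure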
# CASP6 VEID inh – human caspase-6 inhibitors, primary screen, biochemical, VEID-R110 fluorescence, single point, set 2; P55212; purified caspase-6, Z-VEID-R110 cleavage fluorescence; inhibition, % at 12.5 µM; 0.53% of 350,000 active;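 active = mean inhibition across replicates at least about 35%, with every replicate also reaching that limit, limit read from the data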;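 note: 0% = median of neutral control wells and 100% = no fluorescence left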
# Target sequence (P55212 24-179 limits assumed): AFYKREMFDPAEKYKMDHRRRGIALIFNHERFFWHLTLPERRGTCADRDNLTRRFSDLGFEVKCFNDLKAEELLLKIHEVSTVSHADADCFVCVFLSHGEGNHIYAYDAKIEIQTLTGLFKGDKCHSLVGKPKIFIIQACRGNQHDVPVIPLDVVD
# Target sequence (P55212 194-293 limits assumed): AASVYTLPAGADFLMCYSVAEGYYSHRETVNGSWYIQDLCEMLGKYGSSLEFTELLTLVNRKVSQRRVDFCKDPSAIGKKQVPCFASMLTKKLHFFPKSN
# S100A4 MyoIIA – inhibitors of S100A4-myosin IIA peptide binding, primary screen, biochemical, fluorescence polarization, TAMRA-MyoIIA peptide. AID 652163, 2013. inhibition, % at 10.7 µM. Protein S100-A4 (Homo sapiens), P26447. 0.14% of 360,000 active;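 active = mean inhibition of at least 70% across replicates, with every replicate also reaching that level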
# Target sequence (P26447 whole entry, looked up): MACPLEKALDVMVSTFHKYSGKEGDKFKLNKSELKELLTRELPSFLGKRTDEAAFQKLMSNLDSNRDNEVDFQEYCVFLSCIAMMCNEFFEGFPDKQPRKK
#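 Material: S100A4 monomer protein / Buffer or medium: 50 mM HEPES pH 7.2, 10 mM CaCl2, 100 mM KCl / Times: 5 min incubation before reading / Benchmarks: neutral control DMSO, positive control TFP / Reagent: labelled myosin peptide probe, 5 nM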
# An asterisk follows results filed as active; nt = no result given; & = joins results of further samples. An excerpt, so the mix of outcomes need not match the whole.
SMILES,LGR2 inh,SIRT5 block,FN deposition inh,esBAF inh,Statin myotox sup,CASP6 VEID inh,S100A4 MyoIIA
CCC(=O)N(C)C[C@H]1Oc2cc(C#CC3CC3)ccc2S(=O)(=O)N([C@@H](C)CO)C[C@@H]1C,5,-1,nt,-2,31,-3,-8
O=C(/C=C/c1ccccc1)Nc1ccc(N2CCCCC2)cc1,-37,2,3,62*,-2,0,-1
O=C(N/N=C/c1cccnc1)C(O)(c1ccccc1)c1ccccc1,nt,nt,3,-10,-11,nt,nt
Cc1ccc(NC(=O)Cn2cc(S(=O)(=O)c3ccc(C)cc3)c(=O)c3cc(F)ccc32)cc1,18,-3,-5,-6,-52,-2,2
C[C@@H]1CN([C@H](C)CO)C(=O)c2cc(Br)cnc2O[C@H]1CN(C)Cc1cccnc1,-4&-5,10&-1,10&7,1&-3,-9&1,-8&-1,2&6
COc1ccc(NC(=O)c2ccc3c(c2)OCCO3)cc1OC,-2,-1,-2,39,39,-1,-2
O=C(CCSCCc1ccccn1)Nc1nccs1,-1,-3,3,1,4,2,-4
O=C(CN1CCCC1)NC(c1ccccc1)c1ccccc1,1,-8,4,0,10,-4,0
O=C(CN1CCOCC1)Nc1ccc(F)cc1,11,-1,-5,-2,1,1,-1
COc1cc(NC(=O)CN(C)S(=O)(=O)c2cccs2)cc(OC)c1,nt,-5,-4,6,8,-1,-7
C=C(C)COc1ccc2c(CC)cc(=O)oc2c1,-6,-3,-4,nt,nt,3,6
CCS(=O)(=O)NCC(c1cccnc1)N1CCN(c2ccccc2)CC1 (configuration not stated),-16,1,-4,-3,1,-5,0
COc1ccc(/C=C(/C#N)c2cccnc2)cc1OC,-36,3,-7,5,6,2,-1
C=CCSc1[nH]c(=O)cc(C)c1C(N)=O,nt,nt,13,-2,12,nt,nt
O=C(CCc1nc(-c2ccc(F)cc2)no1)Nc1cccc(C(=O)NC2CC2)c1,13,-3,-1,0,-6,-1,8
COc1ccc(NS(=O)(=O)c2ccc3c(c2)[C@H]2C=CC[C@H]2[C@@H](c2ccc(C(=O)O)cc2)N3)cc1,-7,44*,2,-3,-3,53*,-5
COc1ccc(OC)c(C(O)c2ncc(-c3cccc(C(F)(F)F)c3)[nH]2)c1 (configuration not stated),0,nt,-7,7,5,-1,-2
CCn1cc(/C=C(\NC(=O)c2ccccc2OC)C(=O)NCCCN2CCOCC2)c2ccccc21,3,4,-4,1,8,3,3
CC(=O)Nc1ccc(NC(=O)C2CCN(C(=O)c3ccc([N+](=O)[O-])cc3)CC2)cc1,-3,-2,3,nt,nt,0,-1
CC1(c2ccc(Cl)cc2)NC(=O)N(CC(=O)N2CCc3ccccc3C2)C1=O (configuration not stated),11,-2,5,-7,5,3,3
Cc1ccc(NC(=O)c2ccc(-n3cccn3)c([N+](=O)[O-])c2)cc1C,nt,nt,-45,37,1,nt,nt
CN1CCN(S(=O)(=O)c2ccc(NC(=S)NC(=O)C3CCCC3)cc2)CC1,24,2,1,-10,1,1,-3
CCC1(CC)NC(=O)N(CC(=O)Nc2ccc(-n3cnnn3)cc2)C1=O,5,-1,4,-1,-2,-2,2
O=C([C@H]1[C@H](CO)[C@H]2Cn3c(cccc3=O)[C@H]2N1Cc1ccccc1Cl)N1CCOCC1,11,-4,nt,-1,2,1,10
C[C@H](CO)N1C[C@H](C)[C@@H](CN(C)C)Oc2ccc(NS(=O)(=O)c3cn(C)cn3)cc2CC1=O,-9,-5,nt,-1,3,3,-4

# Further entries follow:
SMILES,LGR2 inh,SIRT5 block,FN deposition inh,esBAF inh,Statin myotox sup,CASP6 VEID inh,S100A4 MyoIIA
C[C@@H]1CCCCO[C@@H](CN(C)C(=O)c2ccccc2)[C@H](C)CN([C@@H](C)CO)C(=O)c2cc(NC(=O)Nc3ccc(C(F)(F)F)cc3)ccc2O1,14,1,nt,8,nt,-2,5
C[C@@H]1CN([C@@H](C)CO)C(=O)CCCn2cc(nn2)CO[C@H]1CN(C)CC1CCCCC1,5,-3,-24,-2,-6,1,-3
CO[C@H](CN(C)S(=O)(=O)c1ccc(F)cc1)[C@@H](C)CN(Cc1ccccc1Cl)[C@@H](C)CO,-7,-2,-8,0,-30,1,7
O=C(CCNS(=O)(=O)c1cccc2nonc12)Nc1ccc(Cl)cc1,0,-10,7,-5,-5,1,-6
Cc1ccc(C)c(Cn2c3ccccc3c3cnn(CC(=O)NCCCN4CCCCC4)c(=O)c32)c1,4,-1,-9,-16,-6,nt,10
C[C@@H]1CCCCO[C@H](CN(C)S(=O)(=O)c2cn(C)cn2)[C@@H](C)CN([C@@H](C)CO)C(=O)c2cc(NC(=O)CCC(F)(F)F)ccc2O1,26,5,nt,3,3,-5,1
COc1cccc(/C=C2\SC(=O)N(CCC(=O)N3CCCCC3CCO)C2=O)c1 (configuration not stated),6,-7,-11,0,-1,1,-9
Oc1[nH]c2ccccc2c1C=Nc1ccc2c(c1)OCO2,nt,nt,-9,57*,118*,nt,nt
C[C@H]1CN([C@@H](C)CO)C(=O)Cc2cc(NC(=O)Nc3ccc4c(c3)OCO4)ccc2O[C@H]1CN(C)C(=O)Nc1ccc(C(F)(F)F)cc1,12,5,nt,-3,0,-2,3
CCOC(=O)N1C2CCC(C2)N1C(=O)OCC,15,-1,-1,nt,nt,1,4
COc1ccccc1CNC(=O)c1ccc(C)s1,-48,-2,6,24,2,-3,-3
CC(C)C(=O)Nc1ccc2c(c1)C(=O)N(C)[C@H]1CC[C@H](CC(=O)NCc3ccccc3)O[C@@H]1CO2,-5,3,-8,-6,21,-4,51
CC(=O)CC(=O)NC1C2CC3CC(C2)CC1C3 (configuration not stated),nt,nt,1,4,-8,nt,nt
COc1ccccc1C(=O)N(Cc1ccc(Cl)cc1)C1CCS(=O)(=O)C1 (configuration not stated),-3,0,-6,6,6,0,-1
Cc1sc2ncnc(N3CCN(S(=O)(=O)c4ccc(F)cc4)CC3)c2c1C,8,2,4,-1,-5,2,4
COc1ccc(-n2c(Cc3cc(=O)[nH]c(=O)[nH]3)nnc2SCC(=O)Nc2cc(C(F)(F)F)ccc2Cl)cc1,-9,nt,-4,-4,23,7,4
COc1ccc(C(=O)C2CCCN(S(=O)(=O)C(C)C)C2)c(C)c1 (configuration not stated),-4,25*,nt,nt,nt,4,8
C[C@H](CO)N1C[C@H](C)[C@H](CN(C)S(=O)(=O)c2cn(C)cn2)Oc2ccc(NC(=O)C3CC3)cc2CC1=O,-3,-1,0,2,-39,0,8
O=[N+]([O-])c1ccc(N2CCN(c3ccc(F)cc3)CC2)cn1,5,1,-5,4,3,1,1
CC(=O)Oc1ccc(/C=N\NC(=O)c2cc3c(ccc4ccccc43)o2)cc1,2,2,-10,nt,nt,-2,-4
COc1ccccc1C(=O)NCC(=O)NNC(=O)c1cccs1,-7,-5,0,-3,7,-4,-4
O=C(Nc1ccc(C(=O)N2CCCC(CO)C2)cc1)c1ccc(Br)o1 (configuration not stated),-3,-6,-12,-1,1,1,-2
O=C(COC(=O)c1cccc2ccccc12)Nc1ncc(C(F)(F)F)cc1Cl,nt,nt,-3,-7,-6,nt,nt
COc1ccc(CNC(=O)C[C@H]2CC[C@H]3[C@H](COc4ccc(NC(=O)C5CC5)cc4C(=O)N3C)O2)cc1,-6,4,-18,4,-15,2,4
Cc1nn(-c2ccccc2)c2nc(C(F)(F)F)[nH]c(=O)c12,3,-3,nt,nt,nt,0,-8

# Four compounds picked at random from those above, as already listed:
SMILES,LGR2 inh,SIRT5 block,FN deposition inh,esBAF inh,Statin myotox sup,CASP6 VEID inh,S100A4 MyoIIA
O=[N+]([O-])c1ccc(N2CCN(c3ccc(F)cc3)CC2)cn1,5,1,-5,4,3,1,1
O=C(CCNS(=O)(=O)c1cccc2nonc12)Nc1ccc(Cl)cc1,0,-10,7,-5,-5,1,-6
Cc1ccc(C)c(Cn2c3ccccc3c3cnn(CC(=O)NCCCN4CCCCC4)c(=O)c32)c1,4,-1,-9,-16,-6,nt,10
CC(=O)Oc1ccc(/C=N\NC(=O)c2cc3c(ccc4ccccc43)o2)cc1,2,2,-10,nt,nt,-2,-4

# Remaining list, next part:
SMILES,LGR2 inh,SIRT5 block,FN deposition inh,esBAF inh,Statin myotox sup,CASP6 VEID inh,S100A4 MyoIIA
CCN(CC)CCCn1c(=S)[nH]c2ccccc2c1=O,nt,nt,-2,1,3,nt,nt
COc1ccc(C(CNC(=O)C(Cc2ccccc2)NC(N)=O)N(C)C)cc1 (configuration not stated),0,-1,-1,14,6,-16,-6
COc1ccc(NC(=O)N(C)C[C@H]2Oc3ccc(NC(=O)Nc4cccc5ccccc45)cc3CC(=O)N([C@@H](C)CO)C[C@H]2C)cc1,25,1,-6,-2,-68,0,-9
O=C(N/N=C/c1cccc([N+](=O)[O-])c1O)C(O)(c1ccccc1)c1ccccc1,10,2,-1,3,-10,1,-10
O=C(O)c1ccccc1-n1c2ccccc2c2ccccc21,11,0,-10,-4,-1,-1,0
O=C(NCC(c1cccs1)N1CCOCC1)C1CCN(S(=O)(=O)c2cc(Cl)ccc2Cl)CC1 (configuration not stated),-3,-3,5,-1,-1,0,-4
C[C@H](CO)N1C[C@H](C)[C@@H](CN(C)C(=O)Nc2ccc(F)cc2)Oc2ccc(NS(=O)(=O)c3cccs3)cc2C1=O,-34,8,3,0,nt,0,-7
COc1ccc(C(=O)NC(C(=O)N2CCN(c3ccccc3O)CC2)C(C)C)cc1 (configuration not stated),-4,-6,-1,-6,9,3,0
C[C@H]1CN([C@@H](C)CO)S(=O)(=O)c2ccc(Br)cc2O[C@H]1CN(C)C(=O)CCN1CCCCC1,-13&-4,-6,4,-2&1,-1&11,-2&-4,-4&19
CN(C)CC/C=C1/c2ccccc2CS(=O)(=O)c2ccccc21,18,4,16,8,4,0,0
COc1ccc2nc(C)cc(Nc3ccccc3OC)c2c1,6,nt,3,-5,0,-5,-3
COc1cccc(NC2=C(NCCO)C(=O)c3ccccc3C2=O)c1,-2,1,10,-57,4,10,0
C[C@H](CO)N1C[C@H](C)[C@H](CN(C)S(=O)(=O)c2ccc(C#N)cc2)Oc2ncc(C#Cc3cccc(F)c3)cc2C1=O,-19,5,nt,-2,22,3,11
CCN1CCN(C(CNS(=O)(=O)c2ccc(C)cc2)c2cccnc2)CC1 (configuration not stated),2,4,-1,-7,-10,-30,51
CN1CCN(c2ccc(S(=O)(=O)N3CCOCC3)cc2NC(=O)CSCc2ccccc2)CC1,-3,-3,4,8,-1,-4,-1
C#CCNC(=O)/C=C/c1ccc(OC)cc1,-32,nt,-8,nt,nt,-1,0
CO[C@@H]1CN(C)C(=O)c2ccc(NC(=O)C3CCCCC3)cc2OC[C@H](C)N(C)C[C@H]1C,9,2,-3,6,-13,1,3
CCOC(=O)C1(Cc2cccc(F)c2)CCN(CC(O)CO)CC1 (configuration not stated),9,5,0,nt,nt,-1,4
CN1C(=O)c2cc(NC(=O)c3cccs3)ccc2OC[C@H]2O[C@H](CC(=O)NCC(F)(F)F)CC[C@@H]21,-2,-3,-2,-3,13,1,-8
O=S(=O)(CCSc1ccc(C(F)(F)F)cn1)c1ccc(Cl)cc1,nt,1,-6,nt,nt,-1,-5
CC(C)(C)NC(=O)COC(=O)c1ccccc1C(=O)c1ccccc1,4,0,-2,nt,nt,0,2
CCc1ccc(C2CC(c3ccc(Cl)cc3)n3nc(N)nc3N2)cc1 (configuration not stated),12,nt,10,19,23,-2,2

# Individual results from above:
# Under Statin myotox sup, `CCc1ccc(C2CC(c3ccc(Cl)cc3)n3nc(N)nc3N2)cc1` (configuration not stated) has 23
# Under CASP6 VEID inh, `CN(C)CC/C=C1/c2ccccc2CS(=O)(=O)c2ccccc21` has 0

# Bioassay records (PubChem)
